From PubChem BioAssay
Rad51 HR inh – Rad51 (human) homologous recombination inhibition. hRad51 DNA strand exchange, fluorescence dequenching. inhibition, % at 10 µM. 200,000 tested, 0.085% active;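 active = inhibition above 40% at the single screening dose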;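 note: 0% = DMSO control wells and 100% = blanks with heterologous ssDNA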
Target sequence (Q06609 whole entry, looked up): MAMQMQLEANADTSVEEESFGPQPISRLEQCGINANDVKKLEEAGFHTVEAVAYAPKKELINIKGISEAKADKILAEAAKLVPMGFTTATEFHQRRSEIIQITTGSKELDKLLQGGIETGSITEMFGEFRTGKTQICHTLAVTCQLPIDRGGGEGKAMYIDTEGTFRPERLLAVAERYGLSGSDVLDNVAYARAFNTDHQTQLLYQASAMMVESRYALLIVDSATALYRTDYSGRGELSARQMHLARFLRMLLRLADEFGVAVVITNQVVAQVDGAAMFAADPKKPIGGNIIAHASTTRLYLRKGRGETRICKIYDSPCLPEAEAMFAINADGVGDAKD
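Material: Human Rad51 nucleoprotein filaments preassembled on unlabelled ssDNA | Also added: Labelled 47-mer dsDNA for strand exchange | Dosing: Single dose, 10 µM final compound | Schedule: 30-min compound preincubation and 15-min exchange, both room temperature | Technique: Fluorescence dequenching at 485/520 nm | Measure: Percent inhibition relative to plate controls and blanks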
14-3-3 Bad PPI – disrupts binding of bovine 14-3-3 zeta to phospho-Bad peptide | AID 781 | TR-FRET 14-3-3zeta/Dy647-pBad peptide displacement, 1 h | inhibition, % at 21.7 µM | 220,000 tested, 0.71% active | P63103;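 active = inhibition above about 70%, limit read from the data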;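 note: 0% = full 14-3-3 plus peptide FRET controls and 100% = background without 14-3-3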
Target sequence (P63103 whole entry, looked up): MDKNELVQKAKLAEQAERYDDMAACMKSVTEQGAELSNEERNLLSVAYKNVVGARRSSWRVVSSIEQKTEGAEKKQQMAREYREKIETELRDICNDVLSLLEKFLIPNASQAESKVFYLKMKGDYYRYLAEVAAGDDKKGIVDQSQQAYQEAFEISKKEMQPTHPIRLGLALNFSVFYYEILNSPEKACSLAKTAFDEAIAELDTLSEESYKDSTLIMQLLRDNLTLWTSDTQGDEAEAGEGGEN
eIF4E-4G inh – inhibitors of eIF4E and eIF4G interaction in translation initiation; TR-FRET eIF4E-eIF4GI(517-606) binding, 2 h; inhibition, % at 21.7 µM; 220,000 tested, 0.37% active;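 active = inhibition above about 30%, limit read from the data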;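 note: 0% = full FRET control wells and 100% = background wells lacking eIF4GI fragment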
Tb hexokinase – blocks Trypanosoma brucei hexokinase 1 activity; recombinant TbHK1, G6PDH-coupled NADH A340; inhibition, % at 10 µM; 220,000 tested, 0.11% active;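 active = inhibition of 50% or more in the single-dose primary screen; inactive = inhibition below 50%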
m-calpain inh – inhibitors of pig calpain II; 220,000 tested, 0.37% active; AID 1236; inhibition, % at 16 µM; purified calpain II, fluorogenic peptide substrate, 30 min;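 active = inhibition above about 50%, limit read from the data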
EP2 antag – inhibitors of human EP2 prostaglandin E2 receptor; P43116; C6 glioma cells expressing human EP2, cAMP TR-FRET; cells stimulated with saturating PGE2; 260,000 tested, 0.52% active; inhibition, % at 25 µM; AID 1422;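 active = percent inhibition above 40 after rounding to a whole number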;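 note: rat C6 glioma host cells with rolipram phosphodiesterase inhibitor present; the protocol text gives 20 µM as final concentration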
zVAD death inh – L929 zVAD cell death inhibition | L929 zVAD necroptosis rescue, ATP luminescence, 24 h; with zVAD 60 µM | viability rescue, % at 10 µM | 220,000 tested, 0.38% active | AID 1377;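 active = activation, scaled between plate controls, above about 75%, limit read from the data; inactive = activation under that limit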;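 note: 0% = zVAD with DMSO and 100% = DMSO alone without zVAD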
EP2 modulator – modulators of human EP2 prostaglandin E2 receptor; P43116; EP2-expressing cells, cAMP HTRF FRET, PGE2 co-stimulation; induction, % at 25 µM; 260,000 tested, 0.83% active;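 active = compounds whose cAMP rise, as percent of the full-agonist control response, exceeds 60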;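 note: rat C6 glioma line stably carrying human EP2 under a CMV promoter; the protocol text gives 20 µM as final concentration; 100% = response of wells given 1 µM PGE2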
Hck-Nef inh – human Hck-Nef kinase inhibition | P08631 | Recombinant Hck-YEEI plus Nef, Z-Lyte FRET kinase assay | inhibition, % at 20 µM | 220,000 tested, 0.68% active | AID 463187;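 active = Hck-Nef kinase inhibition above about 50%, limit read from the data; inactive = inhibition below that limit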;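 note: 0% = DMSO with Hck plus Nef and 100% = Hck alone without Nef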
Target sequence (P08631 whole entry, looked up): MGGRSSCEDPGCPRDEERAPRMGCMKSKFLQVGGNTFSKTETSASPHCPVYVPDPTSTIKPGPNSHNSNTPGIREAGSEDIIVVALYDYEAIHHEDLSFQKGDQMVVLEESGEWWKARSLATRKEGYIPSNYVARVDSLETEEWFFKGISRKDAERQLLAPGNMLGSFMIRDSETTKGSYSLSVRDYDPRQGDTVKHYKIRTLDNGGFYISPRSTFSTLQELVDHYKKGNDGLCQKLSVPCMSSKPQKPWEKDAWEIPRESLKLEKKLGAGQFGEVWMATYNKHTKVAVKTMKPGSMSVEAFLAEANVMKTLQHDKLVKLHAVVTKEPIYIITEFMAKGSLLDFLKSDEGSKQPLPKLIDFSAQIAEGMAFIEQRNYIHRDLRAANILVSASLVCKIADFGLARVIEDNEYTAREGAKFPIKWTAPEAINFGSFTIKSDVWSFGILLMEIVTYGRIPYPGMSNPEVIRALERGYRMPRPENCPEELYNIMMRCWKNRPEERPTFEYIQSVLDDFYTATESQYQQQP
An asterisk follows results filed as active; & = joins results of further samples; [ ] = dose if it differs, or a comment. These rows are one share of the data; the hit share may differ from the screen's.

Sample of the layout, two compounds:
What do the screens show for `N#Cc1cccc(NC(=O)COC(=O)c2cccc(N3C(=O)c4ccccc4C3=O)c2)c1`?
14-3-3 Bad PPI: 28; eIF4E-4G inh: -5; Tb hexokinase: 0; m-calpain inh: -18; EP2 antag: 9; EP2 modulator: -8; Hck-Nef inh: 56*

How did Cc1cccc(-n2cccc2)c1C#N do in these assays?
Rad51 HR inh: 4; Tb hexokinase: -2; m-calpain inh: 4; EP2 antag: 5; zVAD death inh: 0.4; EP2 modulator: 15; Hck-Nef inh: 1

Main list (from the top)
What do the screens show for `N#Cc1cccc(NC(=O)COC(=O)c2cccc(N3C(=O)c4ccccc4C3=O)c2)c1`?
14-3-3 Bad PPI: 28; eIF4E-4G inh: -5; Tb hexokinase: 0; m-calpain inh: -18; EP2 antag: 9; EP2 modulator: -8; Hck-Nef inh: 56*

How did Cc1cccc(-n2cccc2)c1C#N do in these assays?
Rad51 HR inh: 4; Tb hexokinase: -2; m-calpain inh: 4; EP2 antag: 5; zVAD death inh: 0.4; EP2 modulator: 15; Hck-Nef inh: 1

Results for CC(C)(C)Cc1nnc(NC(=O)CN2C(=O)c3ccccc3C2=O)s1 ?
14-3-3 Bad PPI: -5; eIF4E-4G inh: -1; Tb hexokinase: -4; m-calpain inh: 4; EP2 antag: 6; zVAD death inh: 1.4; EP2 modulator: 12; Hck-Nef inh: 20

How did CCn1cnc2sc(C)c(C)c2c1=O do in these assays?
Rad51 HR inh: -1; 14-3-3 Bad PPI: 3; eIF4E-4G inh: 2; Tb hexokinase: -1; m-calpain inh: 9; EP2 antag: 10; zVAD death inh: 1.8; EP2 modulator: -22; Hck-Nef inh: 7

How did COc1ccc(CCNC(=O)c2cc(-c3ccc(C)c(C)c3O)n[nH]2)cc1OC do in these assays?
Rad51 HR inh: -12; 14-3-3 Bad PPI: 13; eIF4E-4G inh: -1; Tb hexokinase: -7; m-calpain inh: -119; EP2 antag: -2; zVAD death inh: 0.0; EP2 modulator: 3; Hck-Nef inh: 7

What do the screens show for `COC(=O)c1ccccc1NC(=O)C1CC(c2ccc(F)cc2)=NO1` (stereo not given)?
Rad51 HR inh: 5; 14-3-3 Bad PPI: -6; eIF4E-4G inh: -18; Tb hexokinase: 2; m-calpain inh: -7; EP2 antag: 5; zVAD death inh: 0.1; EP2 modulator: 15; Hck-Nef inh: 3

What do the screens show for `CCCC(=O)Nc1ncnc2c1ncn2[C@@H]1O[C@@H]2COP(=O)(O)O[C@H]2[C@H]1OC(=O)CCC`?
Rad51 HR inh: 0; 14-3-3 Bad PPI: 1; eIF4E-4G inh: 7; Tb hexokinase: 4; m-calpain inh: 29; EP2 antag: 2; zVAD death inh: 0.8; EP2 modulator: 109*; Hck-Nef inh: -7

Results for COc1ccccc1C(=O)Nc1ccccc1C(=O)N1CCCC1 ?
Rad51 HR inh: 9; 14-3-3 Bad PPI: 1; eIF4E-4G inh: -6; Tb hexokinase: -7; m-calpain inh: 11; EP2 antag: 15; zVAD death inh: 0.0; EP2 modulator: 7; Hck-Nef inh: 1

Results for C=C(C)CSc1cc(C)c(C#N)c2nc3ccccc3n12 ?
Rad51 HR inh: -11; 14-3-3 Bad PPI: 4; eIF4E-4G inh: 9[fluorescence artefact?]; Tb hexokinase: -4; m-calpain inh: -208; EP2 antag: 10; zVAD death inh: 0.2; EP2 modulator: -2; Hck-Nef inh: 8

What do the screens show for `Cn1c(=O)c2c(nc(SCc3nc(N)nc(N4CCCCC4)n3)n2C)n(C)c1=O`?
Rad51 HR inh: -46; 14-3-3 Bad PPI: -11[fluorescence artefact?]; eIF4E-4G inh: 2; Tb hexokinase: -2; m-calpain inh: -17; EP2 antag: 11; zVAD death inh: -0.1; EP2 modulator: 10; Hck-Nef inh: 7

What do the screens show for `CC(=O)C1=C(O)CCC1=N`?
14-3-3 Bad PPI: -1; eIF4E-4G inh: 0; Tb hexokinase: 8; m-calpain inh: -14; EP2 antag: 13; zVAD death inh: 2.2; EP2 modulator: 16; Hck-Nef inh: -2

How did COc1ccc(/C=C(/NC(=O)c2ccco2)C(=O)N2CCc3ccccc32)cc1OC do in these assays?
Rad51 HR inh: 2; 14-3-3 Bad PPI: 2; eIF4E-4G inh: -6; Tb hexokinase: -41; m-calpain inh: 23; EP2 antag: 5; zVAD death inh: 0.6; EP2 modulator: 0; Hck-Nef inh: 2

How did O=C(O)c1ccc(N2C(=O)CC(N3CCC(c4nc5ccccc5[nH]4)CC3)C2=O)cc1 (stereo not given) do in these assays?
Rad51 HR inh: 1; 14-3-3 Bad PPI: -6; eIF4E-4G inh: -2; Tb hexokinase: 0; m-calpain inh: -19; EP2 antag: 3; zVAD death inh: 0.6; EP2 modulator: -7; Hck-Nef inh: -14

Results for O=C(NC1=NCCS1)c1cccs1 ?
Rad51 HR inh: -7; 14-3-3 Bad PPI: 11; eIF4E-4G inh: 1; Tb hexokinase: 3; m-calpain inh: 9; EP2 antag: 8; zVAD death inh: 0.4; EP2 modulator: 26; Hck-Nef inh: 3

What do the screens show for `Cc1ccc(S(=O)(=O)N(CCO)c2cc3c(s2)CCCC3)cc1`?
14-3-3 Bad PPI: 8; eIF4E-4G inh: 0; Tb hexokinase: -8; m-calpain inh: 5; EP2 antag: 14; zVAD death inh: 0.8; EP2 modulator: 2; Hck-Nef inh: 1

Results for O=C(NNc1ccnc2cc(Cl)ccc12)C1CCCCC1 ?
Rad51 HR inh: -1; 14-3-3 Bad PPI: -8; eIF4E-4G inh: -2; Tb hexokinase: -11; m-calpain inh: -22; EP2 antag: 15; zVAD death inh: -0.4; EP2 modulator: -44; Hck-Nef inh: 9

Results for CC1=CN2C(=N)/C(=C\c3cn(CCCOc4ccccc4)c4ccccc34)C(=O)N=C2S1 ?
Rad51 HR inh: -10; 14-3-3 Bad PPI: 0; eIF4E-4G inh: 0[fluorescence artefact?]; Tb hexokinase: -6; m-calpain inh: -1; EP2 antag: 4; zVAD death inh: 0.1; EP2 modulator: 8; Hck-Nef inh: 0

How did COC(=O)Cn1c2ccc(F)cc2c2nc(C)sc21 do in these assays?
Rad51 HR inh: -1; 14-3-3 Bad PPI: -8[fluorescence artefact?]; eIF4E-4G inh: -4[fluorescence artefact?]; Tb hexokinase: 6; m-calpain inh: -20; EP2 antag: 3; zVAD death inh: -0.2; EP2 modulator: -6; Hck-Nef inh: -1

How did CNC(=O)c1sc(-c2ccccn2)nc1C do in these assays?
14-3-3 Bad PPI: -3; eIF4E-4G inh: 4; Tb hexokinase: -6; m-calpain inh: 18; EP2 antag: 7; zVAD death inh: -0.1; EP2 modulator: 1; Hck-Nef inh: 11

How did O=C(CN1CCC(NC(=O)c2ccccc2)CC1)NCc1ccccc1F do in these assays?
Rad51 HR inh: -3; 14-3-3 Bad PPI: -5[fluorescence artefact?]; eIF4E-4G inh: -4[fluorescence artefact?]; Tb hexokinase: 16; m-calpain inh: -17; EP2 antag: 13; zVAD death inh: -0.2; EP2 modulator: 2; Hck-Nef inh: 1

What do the screens show for `COc1ccc(CCNC(=O)c2ccc(-c3ccc([N+](=O)[O-])cc3Cl)o2)cc1OC`?
Rad51 HR inh: 2; 14-3-3 Bad PPI: -1; eIF4E-4G inh: 4; Tb hexokinase: -21; m-calpain inh: 25; EP2 antag: 14; zVAD death inh: 2.5; EP2 modulator: -10; Hck-Nef inh: -3

What do the screens show for `Cc1[nH]nc2c1C1(CCOC1C)C(C#N)=C(N)O2` (stereo not given)?
Rad51 HR inh: 1; 14-3-3 Bad PPI: 59; eIF4E-4G inh: 1; Tb hexokinase: 0; m-calpain inh: 16; EP2 antag: 10; zVAD death inh: 0.0; EP2 modulator: 6; Hck-Nef inh: 8

What do the screens show for `COc1ccc(NC(=O)CSc2nc3ccc(OC)cc3[nH]2)cc1`?
Rad51 HR inh: 2; 14-3-3 Bad PPI: 4; eIF4E-4G inh: -3; Tb hexokinase: -9; m-calpain inh: -10; EP2 antag: 5; zVAD death inh: 0.2; EP2 modulator: 5; Hck-Nef inh: 23

Results for Cc1c(NC(=O)c2ccc(COc3ccc4ccccc4c3)o2)c(=O)n(-c2ccccc2)n1C ?
Rad51 HR inh: 1; 14-3-3 Bad PPI: -11; eIF4E-4G inh: 9[fluorescence artefact?]; Tb hexokinase: -4; m-calpain inh: 1; EP2 antag: 4; zVAD death inh: -0.4; EP2 modulator: -9; Hck-Nef inh: 9

What do the screens show for `COc1ccccc1NC(=O)Cn1nnc(-c2ccccc2NC(=O)c2ccco2)n1`?
Rad51 HR inh: 14; 14-3-3 Bad PPI: 62[fluorescence artefact?]; eIF4E-4G inh: 8[fluorescence artefact?]; Tb hexokinase: -13; m-calpain inh: -56; EP2 antag: 10; zVAD death inh: 0.4; EP2 modulator: 35; Hck-Nef inh: 5

How did CCOc1cccc(-c2nn3c(-c4cc(C)[nH]n4)nnc3s2)c1 do in these assays?
Rad51 HR inh: -6; 14-3-3 Bad PPI: -4; eIF4E-4G inh: 1[fluorescence artefact?]; Tb hexokinase: 1; m-calpain inh: -21; EP2 antag: 16; zVAD death inh: 1.4; EP2 modulator: 26; Hck-Nef inh: 5

Results for FC(F)(F)c1ccccc1CN1CCN(C2CCCCCC2)CC1 ?
Rad51 HR inh: 1; 14-3-3 Bad PPI: -9; eIF4E-4G inh: -2; Tb hexokinase: 18; m-calpain inh: 11; EP2 antag: 6; zVAD death inh: -0.6; EP2 modulator: -6; Hck-Nef inh: 2

What do the screens show for `CC(C)c1nnc(NC(=O)CCC(=O)NCc2ccc3c(c2)OCO3)s1`?
Rad51 HR inh: 4; 14-3-3 Bad PPI: 2; eIF4E-4G inh: -5; Tb hexokinase: 1; m-calpain inh: 9; EP2 antag: 14; zVAD death inh: -0.2; EP2 modulator: 28; Hck-Nef inh: 0

What do the screens show for `O=C(O)CCC(=O)N1CCN(c2ccccn2)CC1`?
14-3-3 Bad PPI: 15; eIF4E-4G inh: 7; Tb hexokinase: 18; m-calpain inh: -36; zVAD death inh: -0.4; EP2 modulator: 15; Hck-Nef inh: 1

What do the screens show for `Cc1cc(C)cc(NC(=O)CN2CCc3ccccc3C2)c1`?
Rad51 HR inh: 5; 14-3-3 Bad PPI: 70; eIF4E-4G inh: -2; Tb hexokinase: -3; m-calpain inh: 21; EP2 antag: 9; zVAD death inh: -0.1; EP2 modulator: -29; Hck-Nef inh: 0

What do the screens show for `COc1ccc(N(C(=O)C(C)C)S(=O)(=O)c2cccc3cccnc23)cc1`?
Rad51 HR inh: 6; 14-3-3 Bad PPI: 1; eIF4E-4G inh: 11; Tb hexokinase: 39; m-calpain inh: -2; EP2 antag: 2; zVAD death inh: -0.2; EP2 modulator: 35; Hck-Nef inh: 2

Results for Cc1cc(-c2n[nH]c(=S)n2-c2ccc(F)cc2)nn1C ?
Rad51 HR inh: -2; 14-3-3 Bad PPI: -15; eIF4E-4G inh: 4; Tb hexokinase: 6; m-calpain inh: 11; EP2 antag: 10; zVAD death inh: -0.3; EP2 modulator: -3; Hck-Nef inh: 24

How did CCOC(=O)c1c[nH]n2c(=O)cc(C)nc12 do in these assays?
Rad51 HR inh: 0; 14-3-3 Bad PPI: 3; eIF4E-4G inh: 1; Tb hexokinase: -5; m-calpain inh: -1; EP2 antag: 4; zVAD death inh: 2.2; EP2 modulator: 24; Hck-Nef inh: -24

What do the screens show for `CCC(=O)Nc1cnc(NC(=O)c2cccc(F)c2)cc1C`?
Rad51 HR inh: 3; 14-3-3 Bad PPI: -4; eIF4E-4G inh: 2; Tb hexokinase: -4; m-calpain inh: 19; EP2 antag: 7&12; zVAD death inh: -0.2; EP2 modulator: 12&-10; Hck-Nef inh: 1

Results for CCOc1ccc(NC2c3ccccc3C(=O)N2c2ccc(Cl)cn2)cc1 (stereo not given) ?
Rad51 HR inh: -2; 14-3-3 Bad PPI: 17; eIF4E-4G inh: -4; Tb hexokinase: 2; m-calpain inh: 2; EP2 antag: 10; zVAD death inh: 5.7; EP2 modulator: 20; Hck-Nef inh: -2
